# PTHR1 agonist – activates the human parathyroid hormone receptor PTHR1. HEK293 GP2 PTHR1 cells, GloSensor cAMP luminescence, 1 h. AID 743266. Potency, µM (titrated, usually from 115 µM), for the others: top-dose activation, usual class: activators. 410,000 compounds, 0.075% hits. Q03431; also: potency is read from the fitted curve at half-maximal effect; nearly all actives have a fitted effect of over 55% in size; some results filed as inactive show a strong effect at the top dose; inactives centre near -15; many of its hits are not listed in these tables
# Target sequence (Q03431 whole entry, looked up): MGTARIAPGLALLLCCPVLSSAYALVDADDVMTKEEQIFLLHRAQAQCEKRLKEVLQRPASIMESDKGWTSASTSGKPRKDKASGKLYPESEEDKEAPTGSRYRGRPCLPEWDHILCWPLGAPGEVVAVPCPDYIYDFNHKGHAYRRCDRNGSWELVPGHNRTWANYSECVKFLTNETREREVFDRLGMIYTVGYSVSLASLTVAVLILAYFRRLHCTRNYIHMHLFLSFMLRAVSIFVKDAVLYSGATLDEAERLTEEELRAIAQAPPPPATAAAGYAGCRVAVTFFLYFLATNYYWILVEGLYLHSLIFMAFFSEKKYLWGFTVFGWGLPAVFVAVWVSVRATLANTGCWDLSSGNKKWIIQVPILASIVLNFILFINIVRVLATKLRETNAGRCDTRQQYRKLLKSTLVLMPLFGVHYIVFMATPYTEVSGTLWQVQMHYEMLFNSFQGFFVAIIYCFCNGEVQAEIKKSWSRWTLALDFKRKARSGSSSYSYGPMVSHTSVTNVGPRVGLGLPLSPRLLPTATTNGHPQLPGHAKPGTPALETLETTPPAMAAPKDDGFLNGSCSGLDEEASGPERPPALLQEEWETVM
#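 HEK-293-derived GP2 cells expressing PTHR1 and a GloSensor cAMP reporter, 3,000/well, plated overnight, given luciferin plus IBMX (each 0.5 mM as added) for 1 h at 37 °C, then compound for 1 h at 37 °C. Luminescence was read after 15 min at room temperature.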
# GLP1R cytotox – cytotoxicity in counter-screen for GLP-1R inverse agonists; HEK293 cAMP-luciferase reporter cells, luminescence, 24 h; Potency, µM (series often up to 38.3 µM), for inactives: at the highest dose activity change, negative = inhibition, hits mostly inhibitors; 410,000 compounds, 0.13% hits;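 also: loss of luciferase light is scored as toxicity; potency is read from the fitted curve at half-maximal effect; % is scaled to controls: 0 for no effect and ±100 for the full control effect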
#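 Luminescence readout: signal drop marks cytotoxicity. Plated cells grew 12 h at 37 °C, 5% CO2, received 23 nL compound for 24 h, then got luciferase reagent, read after 12 min at RT.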
# FUS yeast rescue – FUS proteinopathy suppression in yeast. S. cerevisiae FUS-expressing, growth rescue, OD600, 24 h. Potency, µM (top dose mostly 76.6 µM), inactives show at the highest dose growth rescue (activation), hits mostly activators. 390,000 compounds, 0.24% hits;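 also: potency is read from the fitted curve at half-maximal effect; plate controls were DMSO vehicle for no effect and reference control for full effect; nearly all actives have a fitted effect of over 55% in size; some results filed as inactive show a strong effect at the top dose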
#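 Compound concentration series was pinned onto galactose-induced FUS-expressing yeast seeded at OD 0.005. Plates sat 24hr at 30C; absorbance at 600 nm gave growth. DMSO served as background control.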
# aSyn yeast inh – rescues yeast growth from alpha-synuclein toxicity. AID 652106. Yeast expressing alpha-synuclein, growth rescue, BacTiter-Glo, 24 h. Potency, µM (doses to about 46.1 µM), for the others: at the highest dose growth rescue (activation), hits mostly activators. 370,000 compounds, 0.14% hits; also: potency is read from the fitted curve at half-maximal effect; % of control where 0% means no effect; nearly all actives have a fitted effect of over 65% in size
#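 Readout is rescue of growth in alpha-synuclein-expressing yeast, so inhibitors of toxicity appear as activators. Growth after 24 hr at 30 deg C in galactose medium is quantified by luminescence.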
# Mm-Cpn inhibitor – blocks the Methanococcus maripaludis chaperonin Mm-Cpn | purified Mm-Cpn ATPase, ADP Transcreener TR-FRET | 330,000 compounds, 0.031% hits | Potency, µM (doses to about 76.9 µM), inactives show at the top dose activity, negative = inhibition, actives largely listed as inhibitors; also: potency is read from the fitted curve at half-maximal effect; % is scaled to controls: 0 for no effect and ±100 for the full control effect; nearly all actives have a fitted effect of over 80% in size
#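 Purified archaeal Mm-CPN (25nM final) preincubated 10 min at 37degC with compound, then 10uM ATP for 30 min at 37degC; ADP measured by HTRF Transcreener TR-FRET; buffer 30 mM TRIS pH 7.4, 100mM KCl, 5mM MgCl2, 1mM DTT.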
# Akt phos inh – Akt phosphorylation inhibition; activity change, % for hits at 50 µM; AID 651550; Neuro2A IGF-stimulated pAkt S473 HTRF, 20 min; hits give low values; 360,000 compounds, 0.32% hits; in the data active = activity change below about -80%; inconclusive = mostly about -51% to -80%; also: % is scaled to controls: 0 for no effect and ±100 for the full control effect
#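 Single-point screen (50 µM final compound) in Neuro2A cells stimulated 20 min with 6 nM IGF at 37 deg C. After lysis, Ser473-phosphorylated Akt read by HTRF (ex 330 nm, em 615/665 nm) as the 665/615 ratio.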
# GLP1R inv ag – inverse agonists of human GLP-1 receptor. HEK293 GLP-1R CRE-luciferase, luminescence, 24 h; GLP-1R form is constitutively active. Potency, µM (titrated, usually from 38.3 µM), inactives show at the highest dose activity change, negative = inhibition, most hits filed as inhibitors. 410,000 compounds, 1.6% hits. AID 624417; also: potency is read from the fitted curve at half-maximal effect; % is scaled to controls: 0 for no effect and ±100 for the full control effect; nearly all actives have a fitted effect of over 55% in size
# Target sequence (P43220 whole entry, looked up): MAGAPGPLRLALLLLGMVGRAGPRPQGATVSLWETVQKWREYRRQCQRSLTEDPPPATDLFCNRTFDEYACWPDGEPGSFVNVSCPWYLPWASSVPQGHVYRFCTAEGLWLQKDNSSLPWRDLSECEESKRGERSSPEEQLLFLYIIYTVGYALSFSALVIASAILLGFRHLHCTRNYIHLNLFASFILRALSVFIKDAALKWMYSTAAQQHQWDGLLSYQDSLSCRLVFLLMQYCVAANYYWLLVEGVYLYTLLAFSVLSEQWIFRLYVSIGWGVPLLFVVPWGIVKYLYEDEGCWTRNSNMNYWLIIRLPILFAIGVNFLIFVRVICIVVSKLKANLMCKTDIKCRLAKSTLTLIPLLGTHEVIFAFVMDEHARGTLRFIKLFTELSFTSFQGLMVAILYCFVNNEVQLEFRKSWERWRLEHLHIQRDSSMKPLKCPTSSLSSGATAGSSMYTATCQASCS
#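 Constitutively active GLP-1R drives a cAMP-responsive luciferase in stably transfected HEK293 cells; test compounds are added after overnight (12 h) attachment and left 24 hr, and signal loss in luminescence marks inhibition.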
# Abeta yeast res – restores growth of yeast expressing A-beta42 peptide; yeast expressing A-beta42, growth rescue, OD600, 48 h; response scale: 0% DMSO, 100% iron-clioquinol control; Potency, µM (highest dose often 46.1 µM), without a hit: at the highest dose growth rescue, actives largely listed as activators; 410,000 compounds, 0.063% hits; also: potency is read from the fitted curve at half-maximal effect; nearly all actives have a fitted effect of over 55% in size
#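 Yeast growth medium received pinned compounds, then yeast cells expressing toxic A-beta were added; plates incubated at 30 C for 48 hr. Growth read as absorbance at 600 nm, normalized to DMSO and equimolar FeCl3 plus clioquinol controls.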
# TDP-43 yeast inh – TDP-43 toxicity inhibition in yeast; TDP-43 expressing yeast growth rescue, BacTiter-Glo, 24 h; Potency, µM (doses to about 46.1 µM), without a hit: at the highest dose growth rescue (activation), usual class: activators; 410,000 compounds, 1.8% hits; AID 652104; also: potency is read from the fitted curve at half-maximal effect; % of control where 0% means no effect; nearly all actives have a fitted effect of over 50% in size
#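 Galactose-induced TDP-43 yeast, OD600=0.02, compound pinned; 24 hr, 30 deg C; BacTiter-Glo luminescence for growth. Inhibitors of TDP-43 toxicity read as activators.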
# The depositor's hits bear a star; i = inactive; ? = inconclusive; · = not tested or not shown; & = joins results of further samples; [ ] = another dose, or the depositor's remark. Unless noted, calls follow the shape of the dose curve; as a rule, active = well fitted curve in the direction sought with a large enough effect; inconclusive = small, poorly fitted or top-dose-only effect, or another doubt; inactive = no such curve, though single readings can be large; an effect the other way counts as inactive or inconclusive. Not all compounds are listed, so the mix of outcomes need not match the whole.
[1] O=C(COC(=O)Cc1ccc(Cl)cc1)NCc1cccs1
[2] CC(=O)c1ccc(NC(=O)CN2C(=O)NC(C)(c3ccc4c(c3)OCCO4)C2=O)cc1 (stereo unspecified)
[3] COc1ccc(S(=O)(=O)NCC2CCCN(Cc3ccc(C)o3)C2)cc1 (stereo unspecified)
[4] O=C(CCSc1nnc2ccccn12)Nc1ccc2c(c1)OCO2
[5] COc1ccc(NC(=O)c2ccc3ncsc3c2)c2ccccc12
[6] CCOC(=O)CN(Cc1ccccc1)C(C(=O)NC1CCCCC1)c1ccccc1 (stereo unspecified)
[7] CCOc1ccccc1OCCC(=O)OCC(=O)Nc1c(C)nn(-c2ccccc2)c1C
[8] COc1ccc(CCNc2c([N+](=O)[O-])c(=O)oc3ccccc23)cc1OC
Compound,1,2,3,4,5,6,7,8
PTHR1 agonist,i,-17%,i,i,i,-67%[inhibitor],-18%,i
GLP1R cytotox,-10%,-35%,6%,1%,0%,17%,-7%,-7%
FUS yeast rescue,-20%,4%,17%,14%,·,-29%,26%,-23%
aSyn yeast inh,-3%,4%,1%,-5%,3%,·,-1%,·
Mm-Cpn inhibitor,2%,1%,0%,3%,1%,·,-2%,1%
Akt phos inh,i,i,i,i,i,·,i,·
GLP1R inv ag,-14%,5%,?,16%,12%,1%,1%,7%
Abeta yeast res,-27%,3%,-16%,-5%,0%,-20%,-7%,9%
TDP-43 yeast inh,4%,14%,28%,-7%,0%,?,-8%,6%

# Next part (3 carried over from the part before).
[6] CCOC(=O)CN(Cc1ccccc1)C(C(=O)NC1CCCCC1)c1ccccc1 (stereo unspecified)
[7] CCOc1ccccc1OCCC(=O)OCC(=O)Nc1c(C)nn(-c2ccccc2)c1C
[8] COc1ccc(CCNc2c([N+](=O)[O-])c(=O)oc3ccccc23)cc1OC
[9] COc1ccc(NC(=O)CN(C)S(=O)(=O)c2cccc3nsnc23)cc1
[10] CC(=O)N1CCc2cc(S(=O)(=O)NC(C(=O)NC(C)c3ccccc3)C(C)C)ccc21 (stereo unspecified)
[11] CC(=O)c1c(C)[nH]c(C(=O)OCC(=O)Nc2cccc(S(=O)(=O)N3CCCC3)c2)c1C
[12] C/C(O)=C(\C#N)P(=O)(c1ccccc1)c1ccccc1
[13] COc1cccc(C2CC(=O)Nc3c2c(=O)n(C)c2ncnn32)c1OC (stereo unspecified)
[14] NC(=O)NCC12CC3CC(CC(C3)C1)C2
[15] COC(=O)CSc1nnc(-c2ccc(S(=O)(=O)N3CCCC3)cc2)o1
[16] Cc1nn(-c2ccccc2)c(Cl)c1C1C(C#N)=C(N)OC2=C1C(=O)CCC2 (stereo unspecified)
Compound,6,7,8,9,10,11,12,13,14,15,16
PTHR1 agonist,-67%[inhibitor],-18%,i,i,-6%,-38%,i,-47%[inhibitor],i,i,-3%
GLP1R cytotox,17%,-7%,-7%,-26%&-8%,-2%,-22%,2%,-5%,-10%,-2%,-24%
FUS yeast rescue,-29%,26%,-23%,6%&-24%,13%,·,-6%,-33%,-10%,3%,0%
aSyn yeast inh,·,-1%,·,5%,0%,-1%,1%,1%,9%,5%,0%
Mm-Cpn inhibitor,·,-2%,1%,1%,-7%,4%,4%,·,-3%,0%,0%
Akt phos inh,·,i,·,i,i,i,i,·,i,i,i
GLP1R inv ag,1%,1%,7%,-2%&-10%,7%,20%,2%,10%,39%,2%,?
Abeta yeast res,-20%,-7%,9%,-3%&4%,-8%,6%,12%,-9%,18%,0%,6%
TDP-43 yeast inh,?,-8%,6%,4%&24%,-8%,0%,3%,-4%,21%,-16%,2%

[17] Cc1cc(C)cc(NCc2cc(=O)oc3cc(-c4ccccc4)c(O)cc23)c1
[18] O=C(COC(=O)c1ccc(Br)o1)NCCc1ccccc1
[19] CN(C)C(=O)c1ccc(NC(=O)COC(=O)C2CCN(S(=O)(=O)c3ccc4c(c3)OCCO4)CC2)cc1
[20] Cc1ccc2nc(SCC(=O)N3CCC(C)CC3)nc(=O)n2c1
[21] COc1ccc(C(=O)N/N=C/c2ccc(OC)c(OS(=O)(=O)c3ccccc3)c2)cc1
[22] Cc1ccc(S(=O)(=O)CCC(=O)OCC(=O)c2ccc(F)cc2)cc1
[23] CCOc1ccc(NC(=O)NCc2cccn2Cc2ccccc2)cc1
[24] COc1ccccc1C(=O)NCCc1nc2ccccc2n1C
Compound,17,18,19,20,21,22,23,24
PTHR1 agonist,-9%,i,-13%,-1%,-7%,i,i,i
GLP1R cytotox,7%,-16%,-5%,-23%,?,7%,1%,-7%
FUS yeast rescue,·,8%,·,·,11%,-12%,7%,15%
aSyn yeast inh,0%,7%,3%,6%,7%,5%,·,-4%
Mm-Cpn inhibitor,-1%,-3%,2%,0%,1%,-4%,·,-6%
Akt phos inh,i,i,i,i,i,i,·,i
GLP1R inv ag,?,-26%,15%,9%,?,-8%,-3%,19%
Abeta yeast res,19%,-2%,1%,-14%,2%,-16%,-10%,10%
TDP-43 yeast inh,7%,?,25%,-28%,-15%,13%,3%,11%

[25] CCC1Oc2ccccc2N(CC(=O)Nc2ccc(OC)cc2OC)C1=O (stereo unspecified)
[26] Cc1ccc(OCC(=O)Nc2nc(-c3ccccn3)cs2)c(C)c1
[27] O=C(NC1CCCCC1)C1CCN(S(=O)(=O)c2cccs2)CC1
[28] CCn1c(=O)c2c(nc(SCc3ccccn3)n2C)n(C)c1=O
[29] O=S(=O)(Cc1ccccc1)Nc1ccccc1
[30] CCN(CC(=O)NCc1ccc(Cl)cc1)C(=O)/C=C/c1ccccc1
[31] COc1ccccc1NC(=O)Nc1ccccc1Br
[32] Cc1cc(C(=O)Nc2nncs2)oc1C
Compound,25,26,27,28,29,30,31,32
PTHR1 agonist,-23%[57.5 µM],i,i,i,-18%,-6%,-3%,-1%
GLP1R cytotox,17%,?,-2%,-6%,-14%,9%,-3%,1%
FUS yeast rescue,?,24%,2%,·,-6%,9%,-6%,-14%
aSyn yeast inh,-4%,22µM*,?,-2%,19%,1%,?,1%
Mm-Cpn inhibitor,1%,-3%,0%,0%,0%,-26%,1%,0%
Akt phos inh,i,i,i,i,i,i,i,i
GLP1R inv ag,3%,?,-6%,-3%,8%,?,?,22%
Abeta yeast res,-1%,-76%[inhibitor],-14%,5%,-5%,-14%,9%,-9%
TDP-43 yeast inh,-2%,?,-3%,-3%,14%,5%,?,16%

# Arranged by SMILES length (high to low): some entries from above
[30] CCN(CC(=O)NCc1ccc(Cl)cc1)C(=O)/C=C/c1ccccc1
[27] O=C(NC1CCCCC1)C1CCN(S(=O)(=O)c2cccs2)CC1
[28] CCn1c(=O)c2c(nc(SCc3ccccn3)n2C)n(C)c1=O
Compound,30,27,28
PTHR1 agonist,-6%,i,i
GLP1R cytotox,9%,-2%,-6%
FUS yeast rescue,9%,2%,·
aSyn yeast inh,1%,?,-2%
Mm-Cpn inhibitor,-26%,0%,0%
Akt phos inh,i,i,i
GLP1R inv ag,?,-6%,-3%
Abeta yeast res,-14%,-14%,5%
TDP-43 yeast inh,5%,-3%,-3%

# Other compounds follow:
[33] Cc1ccc(-c2nnc(Nc3ccc(Br)cc3)c3ccccc23)cc1S(=O)(=O)NCC1CCCO1 (stereo unspecified)
[34] CN(C)c1ccc(/C=C/C(=O)c2ccc(O)cc2)cc1
[35] O=C(O)c1cccc(NC(=O)c2cccc(S(=O)(=O)N3CCCCC3)c2)c1
[36] CCn1c(SC)nnc1C1CCN(CC(=O)Nc2ccccc2N2CCOCC2)CC1
[37] O=C(COc1ccc2c3c(c(=O)oc2c1)CCCC3)NCc1cccnc1
[38] Cc1cccc(C(=O)NC(=S)NC(C)c2ccccc2)c1 (stereo unspecified)
[39] O=C(c1cc(F)ccc1F)C1CCCN(C(=O)c2ccc3nccnc3c2)C1 (stereo unspecified)
[40] Cc1cc(/C=N/Nc2ncnc(N)c2[N+](=O)[O-])c(C)n1-c1ccccc1
[41] O=C(c1nn(Cc2ccccc2)c(=O)c2ccccc12)N1CCc2ccccc2C1
[42] COc1ccc(C)cc1NC(=O)CSc1nc2ccccc2nc1N1CCCC1
Compound,33,34,35,36,37,38,39,40,41,42
PTHR1 agonist,-12%,-38%[inhibitor],-17%[57.5 µM],-4%,i,i,i,-54%[inhibitor],i,-17%
GLP1R cytotox,0%,175%[activator],-2%,2%,0%,?,-11%,?,-5%,9%
FUS yeast rescue,?,·,0%,-1%,0%,4%,7%,23%,9%,-12%
aSyn yeast inh,·,-43%[inhibitor],0%,-4%,3%,-7%,5%,-3%,0%,13%
Mm-Cpn inhibitor,·,·,1%,1%,0%,·,-2%,-2%,-1%,0%
Akt phos inh,·,i,i,i,i,i,i,i,·,i
GLP1R inv ag,?,-21%,?,6%,32%[activator],?,5%,2.2µM*,-16%,-10%
Abeta yeast res,8%,-23%,6%,-13%,-15%,?,-15%,-17%,-22%,0%
TDP-43 yeast inh,0%,10%,-2%,-13%,-13%,26%,?,-27%,-6%,10%

# Quoted from the listing:
# Reading of `CN(C)c1ccc(/C=C/C(=O)c2ccc(O)cc2)cc1` in TDP-43 yeast inh: 10%
# Reading of `Cc1cc(/C=N/Nc2ncnc(N)c2[N+](=O)[O-])c(C)n1-c1ccccc1` in TDP-43 yeast inh: -27%
# Reading of `Cc1ccc(-c2nnc(Nc3ccc(Br)cc3)c3ccccc23)cc1S(=O)(=O)NCC1CCCO1` (stereo unspecified) in GLP1R cytotox: 0%
